Screens: PubChem, several laboratories
BaF3 tox: counter-screen for JAK2V617F inhibitors: parental Ba/F3 viability inhibitors | CellTiter-Glo ATP luminescence | inhibition, % at 5.6 µM | 1.1% of 220,000 active;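 active = inhibition above a per-campaign cutoff, the mean inhibition of all tested compounds plus 3 SD, cut at about 27% in these data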;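 note: 0% = DMSO wells and 100% = JAK Inhibitor I control wells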
Tb hexokinase: T. brucei hexokinase 1 inhibition; 0.11% of 220,000 active; inhibition, % at 10 µM; AID 1430; recombinant TbHK1, G6PDH-coupled NADH A340;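 active = inhibition of 50% or more in the single-dose primary screen; inactive = inhibition below 50%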
EP2 antag: inhibitors of human EP2 prostaglandin E2 receptor; inhibition, % at 25 µM; AID 1422; C6 glioma cells expressing human EP2, cAMP TR-FRET; cells stimulated with saturating PGE2; P43116; 0.52% of 260,000 active;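 active = percent inhibition above 40 after rounding to a whole number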;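 note: rat C6 glioma host cells with rolipram phosphodiesterase inhibitor present; the protocol text gives 20 µM as final concentration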
RBBP9 inhibitor: blocks human serine hydrolase RBBP9; O75884; recombinant RBBP9, FP-Rh probe fluorescence polarization; inhibition, % at 7.94 µM; 0.2% of 220,000 active;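 active = inhibition above the campaign mean of all tested compounds plus 3 SD, cut at about 14% in these data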;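 note: plate controls were DMSO wells with RBBP9 for no effect and wells lacking RBBP9 protein for full effect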
Target sequence (O75884 whole entry, looked up): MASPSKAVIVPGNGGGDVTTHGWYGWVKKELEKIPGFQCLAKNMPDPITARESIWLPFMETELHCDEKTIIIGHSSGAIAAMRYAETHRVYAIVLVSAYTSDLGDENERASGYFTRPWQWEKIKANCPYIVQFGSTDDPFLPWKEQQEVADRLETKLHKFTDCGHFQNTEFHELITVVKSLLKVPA
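system = RBBP9 protein | input = RBBP9 at 2.5 µM in dispensed solution, before mixing | measured by = fluorescence polarization (mP), excitation 525 nm, emission 598 nm | incubation = enzyme-compound preincubation 30 min, then probe labeling 45 min, 25 °C | buffer or medium = Tris-NaCl-Pluronic buffer, pH 8.0 | compound = single dose 7.94 µM | also added = FP-Rh probe, 375 nM dispensing solution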
p47phox inh: p47phox (human) inhibition | p47phox/p22phox peptide binding, fluorescence polarization, 2 h | inhibition, % at 24.7 µM | 0.53% of 220,000 active | AID 1274;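 active = inhibition above about 30%, limit read from the data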;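 note: 0% = p47phox with labelled peptide and 100% = labelled peptide alone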
p97 inhibitor: blocks human p97 ATPase activity. P55072. recombinant p97 ATPase, Kinase-Glo ATP luminescence, 3 h. inhibition, % at 8 µM. 0.42% of 220,000 active; in the data active = inhibition above about 15%;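 note: 0% = DMSO vehicle and 100% = wells lacking enzyme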
Target sequence (P55072 whole entry, looked up): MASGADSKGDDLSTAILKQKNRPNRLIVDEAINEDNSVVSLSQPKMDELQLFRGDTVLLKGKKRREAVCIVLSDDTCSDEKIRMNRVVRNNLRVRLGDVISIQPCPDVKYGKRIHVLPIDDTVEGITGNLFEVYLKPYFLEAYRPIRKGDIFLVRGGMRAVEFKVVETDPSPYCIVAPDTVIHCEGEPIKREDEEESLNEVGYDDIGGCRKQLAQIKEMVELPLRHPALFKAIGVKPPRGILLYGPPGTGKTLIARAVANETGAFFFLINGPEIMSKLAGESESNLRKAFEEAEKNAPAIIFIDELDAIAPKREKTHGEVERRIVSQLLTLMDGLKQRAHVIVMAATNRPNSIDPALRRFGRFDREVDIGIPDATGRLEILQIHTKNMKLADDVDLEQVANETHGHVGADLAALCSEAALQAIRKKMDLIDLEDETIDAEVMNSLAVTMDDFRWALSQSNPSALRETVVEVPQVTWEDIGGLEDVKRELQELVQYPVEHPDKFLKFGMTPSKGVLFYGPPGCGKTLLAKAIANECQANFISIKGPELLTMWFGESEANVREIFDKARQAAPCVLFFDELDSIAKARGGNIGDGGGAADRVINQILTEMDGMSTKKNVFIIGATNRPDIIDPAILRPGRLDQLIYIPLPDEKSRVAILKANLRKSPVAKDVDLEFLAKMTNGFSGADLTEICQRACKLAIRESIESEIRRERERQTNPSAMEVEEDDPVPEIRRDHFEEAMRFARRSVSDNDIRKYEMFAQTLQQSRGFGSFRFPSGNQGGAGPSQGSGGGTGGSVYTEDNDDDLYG
Ba/F3 V617F tox: reduce viability of Ba/F3 cells dependent on JAK2V617F | Ba/F3 EpoR-JAK2V617F viability, ATP luminescence | inhibition, % at 5.6 µM | 1.1% of 220,000 active | AID 1446;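 active = inhibition above the campaign mean plus 3 SD over all tested compounds, cut at about 24% in these data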;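 note: cytokine-independent growth of Ba/F3 cells driven by EpoR plus mutant JAK2; 0% = DMSO-treated cells and 100% = JAK inhibitor I control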
Furin inh: human furin inhibition; P09958; purified furin, fluorogenic substrate cleavage; inhibition, % at 30 µM; 0.061% of 220,000 active; in the data active = inhibition above about 25%; note: inactives centre near -15
PPC-1+TRAIL kill: PPC-1 cancer cell killing with TRAIL present. PPC-1 cells + TRAIL, ATPLite viability luminescence. cell killing (% activity), % at 4 µM. 0.41% of 220,000 active. AID 1443;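 active = cell killing above 50% in the first pass at 4 µM, then a duplicate retest at 5 µM averaging 50% or more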;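 note: plate controls were cells with TRAIL plus DMSO for no effect and medium-only wells lacking cells for full effect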
* hit, by the source's call; [ ] = dose if it differs, or a comment. These rows are one share of the data. The share of hits here may be higher or lower than overall.

Screening O=C(NNC(=S)Nc1ccccc1)c1ccncc1 returned BaF3 tox 6, Tb hexokinase -33, RBBP9 inhibitor -6, p47phox inh -20, p97 inhibitor 1, Ba/F3 V617F tox 0, Furin inh -20[20 µM] and PPC-1+TRAIL kill -9.
O=C(NCCNc1nccc(C(F)(F)F)n1)c1cccs1 was read as BaF3 tox -2, Tb hexokinase -9, EP2 antag 3, RBBP9 inhibitor -10, p47phox inh -5, p97 inhibitor 4, Ba/F3 V617F tox -4, Furin inh -30 and PPC-1+TRAIL kill 9.
O=C(NNC(=S)Nc1ccccc1)Nc1ccccc1 was read as BaF3 tox -2, Tb hexokinase 0, EP2 antag 15, RBBP9 inhibitor 3, p47phox inh -10, p97 inhibitor 3, Ba/F3 V617F tox -1, Furin inh -15 and PPC-1+TRAIL kill 28.
For Cc1ccc(S(=O)(=O)Nc2ccc(Cl)cc2C(=O)c2ccccc2)cc1 the results were BaF3 tox 8, Tb hexokinase -2, EP2 antag 7, RBBP9 inhibitor -5, p47phox inh -5, p97 inhibitor 2, Ba/F3 V617F tox -1, Furin inh -9 and PPC-1+TRAIL kill 7.
Screening NC1=NCC(O)=C1c1nc2ccccc2[nH]1 returned BaF3 tox 10, Tb hexokinase -1, EP2 antag 9, RBBP9 inhibitor 1, p47phox inh 2, p97 inhibitor 0, Ba/F3 V617F tox 6, Furin inh -10 and PPC-1+TRAIL kill 16.
For Cc1cc(C)n2nc(CC(=O)NCc3ccccc3Cl)nc2n1 the results were BaF3 tox 5, Tb hexokinase 5, EP2 antag 8, RBBP9 inhibitor -4, p47phox inh -11, p97 inhibitor 4, Ba/F3 V617F tox -3, Furin inh -17 and PPC-1+TRAIL kill 13.
Screening COc1cc(NC(=O)CSc2nc3cc(C)ccc3cc2C)c(C(=O)O)cc1OC returned BaF3 tox 3, Tb hexokinase -8, EP2 antag 8, RBBP9 inhibitor -5, p47phox inh -1, p97 inhibitor 1, Ba/F3 V617F tox -4, Furin inh -12 and PPC-1+TRAIL kill 0.
For CCn1cc([N+](=O)[O-])c(C(=O)N2N=C(c3ccc(Cl)c(Cl)c3)CC2c2ccccc2O)n1 (stereo unspecified) the results were BaF3 tox 12, Tb hexokinase -2, EP2 antag -1, RBBP9 inhibitor -16, p47phox inh -15, p97 inhibitor 8, Ba/F3 V617F tox 0, Furin inh -28 and PPC-1+TRAIL kill 30.
Screening Cc1noc(C(=O)NC2CCCCC2)c1Cl returned BaF3 tox -1, Tb hexokinase 10, EP2 antag 3, RBBP9 inhibitor 2, p47phox inh 2, p97 inhibitor -2, Ba/F3 V617F tox 0, Furin inh -20 and PPC-1+TRAIL kill 9.
Screening Cc1ccc(C)c(NC(=O)CSc2nnc(CCNC(=O)OC(C)(C)C)o2)c1 returned BaF3 tox 2, Tb hexokinase -3, EP2 antag -2, RBBP9 inhibitor 13, p47phox inh 1, p97 inhibitor -5, Ba/F3 V617F tox -1, Furin inh -18[20 µM] and PPC-1+TRAIL kill -14.
Screening O=C(/C=C/c1ccc([N+](=O)[O-])cc1)NNC(=O)C1CC1 returned BaF3 tox 50*, Tb hexokinase -13, EP2 antag 11, RBBP9 inhibitor -9, p47phox inh 3, p97 inhibitor -3, Ba/F3 V617F tox 44*, Furin inh -12 and PPC-1+TRAIL kill 5.
`O=C(N/C(=C\c1cccc([N+](=O)[O-])c1)C(=O)N1CCCCC1)c1cccs1` gave BaF3 tox 3, Tb hexokinase -8, EP2 antag 8, RBBP9 inhibitor -1, p47phox inh -16, p97 inhibitor -4, Ba/F3 V617F tox 0, Furin inh -9[20 µM] and PPC-1+TRAIL kill 2.
Screening COc1cccc(NC(=O)N2CCOCC2)c1 returned BaF3 tox 1, Tb hexokinase -4, EP2 antag 15, RBBP9 inhibitor -9, p47phox inh -14, p97 inhibitor -1, Ba/F3 V617F tox -4, Furin inh -22 and PPC-1+TRAIL kill 11.
Screening COC(=O)N(C)CCCC1(C)C(=O)N(C)c2ccc(O)cc21 (stereo unspecified) returned BaF3 tox 5, Tb hexokinase 2, EP2 antag 2, RBBP9 inhibitor -3, p47phox inh -10, p97 inhibitor 1, Ba/F3 V617F tox -2, Furin inh -28 and PPC-1+TRAIL kill 12.
Cc1cccc(-c2nnn(CC/C(N)=N/O)n2)c1 was read as BaF3 tox -2, Tb hexokinase 2, EP2 antag 11, RBBP9 inhibitor -3, p47phox inh -8, p97 inhibitor 4, Ba/F3 V617F tox -2, Furin inh -11[20 µM] and PPC-1+TRAIL kill -1.
Screening O=C(Nc1ccccc1)c1csc(-c2ccccc2)n1 returned BaF3 tox 6, Tb hexokinase 4, EP2 antag 5, RBBP9 inhibitor -1, p47phox inh -15, p97 inhibitor 0, Ba/F3 V617F tox 2, Furin inh -24 and PPC-1+TRAIL kill 3.
For CN(C)/C=C/c1onc(-c2ccccc2Cl)c1C#N the results were BaF3 tox 2, Tb hexokinase -37, EP2 antag 13, RBBP9 inhibitor -11, p47phox inh -5, p97 inhibitor 0, Ba/F3 V617F tox 0, Furin inh -11 and PPC-1+TRAIL kill 20.
`CCC(C)[C@H](NC(=O)NCc1ccccc1Cl)C(=O)OC` (stereo partly specified) gave BaF3 tox 1, Tb hexokinase -2, EP2 antag 2, RBBP9 inhibitor -2, p47phox inh -5, p97 inhibitor 6, Ba/F3 V617F tox -5, Furin inh -19 and PPC-1+TRAIL kill 20.
`CC(C)(CO)N=Cc1c(O)[nH]c2ccccc12` gave BaF3 tox 2, Tb hexokinase -41, EP2 antag 12, RBBP9 inhibitor -8, p47phox inh -4, p97 inhibitor 1, Ba/F3 V617F tox -1, Furin inh -6[20 µM] and PPC-1+TRAIL kill 29.
Cn1c(COc2ccc(Cl)cc2)nnc1SCC(=O)Nc1ccc2c(c1)CCC2 was read as BaF3 tox 2, Tb hexokinase 19, EP2 antag 9, RBBP9 inhibitor 0, p47phox inh -10, p97 inhibitor -2, Ba/F3 V617F tox -3, Furin inh -13 and PPC-1+TRAIL kill 18.

The closing 3 entries of the part before open the next one.
`CCC(C)[C@H](NC(=O)NCc1ccccc1Cl)C(=O)OC` (stereo partly specified) gave BaF3 tox 1, Tb hexokinase -2, EP2 antag 2, RBBP9 inhibitor -2, p47phox inh -5, p97 inhibitor 6, Ba/F3 V617F tox -5, Furin inh -19 and PPC-1+TRAIL kill 20.
`CC(C)(CO)N=Cc1c(O)[nH]c2ccccc12` gave BaF3 tox 2, Tb hexokinase -41, EP2 antag 12, RBBP9 inhibitor -8, p47phox inh -4, p97 inhibitor 1, Ba/F3 V617F tox -1, Furin inh -6[20 µM] and PPC-1+TRAIL kill 29.
Cn1c(COc2ccc(Cl)cc2)nnc1SCC(=O)Nc1ccc2c(c1)CCC2 was read as BaF3 tox 2, Tb hexokinase 19, EP2 antag 9, RBBP9 inhibitor 0, p47phox inh -10, p97 inhibitor -2, Ba/F3 V617F tox -3, Furin inh -13 and PPC-1+TRAIL kill 18.
For CCC(=O)Nc1ccc(Cl)c(NC(=S)NC(=O)COc2ccccc2)c1 the results were BaF3 tox 6, Tb hexokinase 33, EP2 antag 6, RBBP9 inhibitor -5, p47phox inh -20, p97 inhibitor 1, Ba/F3 V617F tox -2, Furin inh -10 and PPC-1+TRAIL kill 2.
For O=C1CC(NNc2ccccc2)C(=O)N1c1ccc(N2CCCCC2)cc1 (stereo unspecified) the results were BaF3 tox 8, Tb hexokinase -8, EP2 antag 16, RBBP9 inhibitor -7, p47phox inh -4, p97 inhibitor -2, Ba/F3 V617F tox 4, Furin inh -24 and PPC-1+TRAIL kill 16.
`Cn1c([N+](=O)[O-])cnc1N1CCN(c2nncs2)C1=O` gave BaF3 tox 1, Tb hexokinase -34, EP2 antag 10, RBBP9 inhibitor -7, p47phox inh -4, p97 inhibitor 9, Ba/F3 V617F tox -2, Furin inh 0 and PPC-1+TRAIL kill 13.
COc1ccc(/C=C/c2ccccc2)cc1[C@H]1[C@@H]2C=CCC[C@@]2(C)C(=O)N1Cc1ccccc1 was read as Tb hexokinase -24, EP2 antag 13, p47phox inh -11, Furin inh -23 and PPC-1+TRAIL kill 12.
Screening Cn1c(=O)c2c(ncn2CC(=O)Nc2ccccc2)n(C)c1=O returned BaF3 tox 1, Tb hexokinase 1, EP2 antag 16, RBBP9 inhibitor 1, p47phox inh 5, p97 inhibitor 1, Ba/F3 V617F tox 0, Furin inh -17[20 µM] and PPC-1+TRAIL kill -3.
Screening FC(F)(F)c1ccc(CSc2nccn2-c2ccccc2)cc1 returned BaF3 tox 0, Tb hexokinase 5, EP2 antag 7, RBBP9 inhibitor -12, p47phox inh -6, p97 inhibitor 0, Ba/F3 V617F tox -2, Furin inh -13[20 µM] and PPC-1+TRAIL kill 0.
S=C(NCCc1ccccc1)Nc1ccccc1N1CCOCC1 was read as BaF3 tox 1, Tb hexokinase -1, EP2 antag 8, RBBP9 inhibitor -4, p47phox inh -6, p97 inhibitor 4, Ba/F3 V617F tox -3, Furin inh -24 and PPC-1+TRAIL kill 19.
`COc1cccc2sc(NN)nc12` gave BaF3 tox 2, Tb hexokinase -1, EP2 antag 1, RBBP9 inhibitor 4, p47phox inh -4, p97 inhibitor -3, Ba/F3 V617F tox 2, Furin inh -11 and PPC-1+TRAIL kill 9.
`O=[N+]([O-])c1cc(Cl)ccc1N1CCCCC1` gave BaF3 tox 11, Tb hexokinase -8, EP2 antag 5, RBBP9 inhibitor 7, p47phox inh 4, p97 inhibitor 4, Ba/F3 V617F tox 2, Furin inh -17 and PPC-1+TRAIL kill 0.
O=C(NCc1ccccn1)c1cn(-c2ccccc2)nc1-c1ccc(Cl)cc1 was read as BaF3 tox 8, Tb hexokinase -1, EP2 antag 8, RBBP9 inhibitor -7, p47phox inh 2, p97 inhibitor -6, Ba/F3 V617F tox 6, Furin inh -12 and PPC-1+TRAIL kill -5.
Screening CN(C)CCCNc1oc(-c2cccc(Cl)c2)nc1C#N returned BaF3 tox 4, Tb hexokinase -8, EP2 antag 22, RBBP9 inhibitor 0, p47phox inh -10, p97 inhibitor -1, Ba/F3 V617F tox 0, Furin inh -83 and PPC-1+TRAIL kill 20.
Screening COc1ccc(-c2csc(-n3ncc(-c4cccs4)c3N)n2)cc1 returned BaF3 tox 8, Tb hexokinase -6, EP2 antag 6, RBBP9 inhibitor -14, p47phox inh -3, p97 inhibitor -6, Ba/F3 V617F tox 3, Furin inh -4[20 µM] and PPC-1+TRAIL kill 19.
For CCOC(=O)C1=NOC(Cn2cc(C(C)=O)c(=O)[nH]c2=O)C1 (stereo unspecified) the results were BaF3 tox 0, Tb hexokinase -2, EP2 antag 5, RBBP9 inhibitor -1, p47phox inh 5, p97 inhibitor 9, Ba/F3 V617F tox -5, Furin inh -19 and PPC-1+TRAIL kill 22.
Screening COc1ccc(/C=C/C(=O)NC(=S)Nc2ccccc2C(=O)NC2CCCCC2)cc1 returned BaF3 tox 1, Tb hexokinase -23, EP2 antag 6, RBBP9 inhibitor 5, p47phox inh -1, p97 inhibitor -2, Ba/F3 V617F tox 3, Furin inh -13[20 µM] and PPC-1+TRAIL kill -15.
Cc1cc(C)n2nc(C(=O)N/N=C/c3ccc(Cl)cc3)nc2n1 was read as BaF3 tox 2, Tb hexokinase -15, EP2 antag 2, RBBP9 inhibitor 0, p47phox inh 0, p97 inhibitor 5, Ba/F3 V617F tox 0, Furin inh -22 and PPC-1+TRAIL kill 4.
Cc1cc(C)c(C)c(S(=O)(=O)N2CCN(Cc3nc4ccccc4[nH]3)CC2)c1C was read as BaF3 tox 2, Tb hexokinase -2, EP2 antag 1, RBBP9 inhibitor -4, p47phox inh -5, p97 inhibitor 5, Ba/F3 V617F tox -3, Furin inh -23[20 µM] and PPC-1+TRAIL kill 17.
